# Screening results (PubChem BioAssay)
# mIAP block = inhibitors of mouse IAP, primary screen, biochemical, luminescence, uHTS; 330,000 compounds, 0.2% hits; intestinal alkaline phosphatase [Mus musculus]; purified mouse IAP, CDP-Star luminescence, 30 min; inhibition, % at 10 µM;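 active means inhibition of at least 40% at 10 µM in the primary screen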;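 further: plate controls were DMSO with enzyme for no effect and no enzyme wells for full effect; values of inactives mirror those of a sister screen read the other way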
# mIAP act = activators of mouse IAP, primary screen, biochemical, luminescence, uHTS | muIAP, CDP-Star luminescence, 30 min; stronger effect = higher value; 1 = vehicle-only enzyme signal, 0 = enzyme-free wells | activation factor at 10 µM | 330,000 compounds, 0.24% hits;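 active means activation factor of at least 2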; further: the source names both 10 and 20 µM as test concentration; values of inactives mirror those of a sister screen read the other way
#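 System: mouse IAP enzyme. Reagent: CDP-Star chemiluminescent phosphatase substrate. Benchmarks: DMSO wells, no-enzyme wells. Times: 30 min enzyme-substrate-compound incubation at room temperature. Detection: luminescence from enzymatic CDP-Star hydrolysis. Doses: test compounds delivered from DMSO solution.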
# APOBEC3A inh = APOBEC3A ssDNA deaminase inhibitors, primary screen, selectivity assay for APOBEC3G inhibitor project, biochemical, FAM/TAMRA oligo cleavage fluorescence | recombinant A3A, FAM/TAMRA ssDNA deamination fluorescence | inhibition, % at 20 µM | 330,000 compounds, 0.41% hits | AID 493011, 2011;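 active means at least 40% inhibition at 20 µM here, with at most 30% in a related deaminase screen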;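 further: plate controls were A3A with DMSO for no effect and wells lacking A3A enzyme for full effect; some results filed as inactive read as strong as hits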
# Target sequence (P31941 whole entry, looked up): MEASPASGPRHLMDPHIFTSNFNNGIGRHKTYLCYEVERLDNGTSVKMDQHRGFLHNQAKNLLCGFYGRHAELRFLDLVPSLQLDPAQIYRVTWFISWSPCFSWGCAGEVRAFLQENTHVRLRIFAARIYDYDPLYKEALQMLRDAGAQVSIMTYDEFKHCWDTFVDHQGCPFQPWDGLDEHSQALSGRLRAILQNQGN
# hIAP block = human IAP inhibitors, primary screen, biochemical, luminescence, uHTS. inhibition, % at 10 µM. 330,000 compounds, 0.12% hits. Intestinal-type alkaline phosphatase (Homo sapiens), P09923. purified IAP, CDP-Star luminescence, 30 min;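 active means inhibition reaching a set limit with compound at 10 µM in the primary screen, cut at about 35% in these data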;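 further: plate controls were DMSO wells with enzyme for no effect and no-enzyme buffer wells for full effect; values of inactives mirror those of a sister screen read the other way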
# Target sequence (P09923 whole entry, looked up): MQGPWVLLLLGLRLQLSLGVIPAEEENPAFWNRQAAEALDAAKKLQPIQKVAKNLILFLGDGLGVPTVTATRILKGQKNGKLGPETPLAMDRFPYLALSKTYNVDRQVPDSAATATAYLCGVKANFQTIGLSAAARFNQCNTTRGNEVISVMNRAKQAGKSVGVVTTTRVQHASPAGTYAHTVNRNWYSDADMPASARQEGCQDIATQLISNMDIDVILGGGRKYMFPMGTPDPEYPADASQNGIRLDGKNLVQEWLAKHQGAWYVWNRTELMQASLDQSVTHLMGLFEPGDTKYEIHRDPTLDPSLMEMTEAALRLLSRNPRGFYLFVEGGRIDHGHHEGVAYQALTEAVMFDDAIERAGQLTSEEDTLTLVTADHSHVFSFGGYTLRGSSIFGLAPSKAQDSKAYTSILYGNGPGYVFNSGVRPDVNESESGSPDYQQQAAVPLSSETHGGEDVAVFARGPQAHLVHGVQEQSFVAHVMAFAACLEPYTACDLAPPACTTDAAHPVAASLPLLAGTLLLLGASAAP
# APOBEC3G inh = APOBEC3G DNA deaminase inhibitors, primary screen, biochemical, fluorescence, single-stranded DNA substrate, uHTS; inhibition, % at 20 µM; DNA dC->dU-editing enzyme APOBEC-3G (Homo sapiens), Q9HC16; recombinant A3G, ssDNA deamination FAM/TAMRA fluorescence; AID 493012, 2011; 330,000 compounds, 0.28% hits;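 active means inhibition of at least 40% at 20 µM, with no more than 30% in the related APOBEC3A deaminase screen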;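 further: plate controls were DMSO wells with A3G for no effect and wells lacking A3G enzyme for full effect; some compounds called inactive have numbers as strong as hits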
# SENP1 inh = human SENP1 catalytic domain inhibitors, primary screen, biochemical, FRET, uHTS. inhibition, % at 10 µM. 360,000 compounds, 0.21% hits. Sentrin-specific protease 1 (Homo sapiens), Q9P0U3. recombinant SENP1 catalytic domain, CyPet-SUMO1-YPet FRET cleavage;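 active means inhibition at least 30% at 10 µM, raw YFP signal under a set limit, fluorescence ratio 0.5 to 1.5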;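 further: 0% = enzyme with DMSO and 100% = no enzyme wells; some results filed as inactive read as strong as hits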
# Target sequence (Q9P0U3 419-644 limits assumed): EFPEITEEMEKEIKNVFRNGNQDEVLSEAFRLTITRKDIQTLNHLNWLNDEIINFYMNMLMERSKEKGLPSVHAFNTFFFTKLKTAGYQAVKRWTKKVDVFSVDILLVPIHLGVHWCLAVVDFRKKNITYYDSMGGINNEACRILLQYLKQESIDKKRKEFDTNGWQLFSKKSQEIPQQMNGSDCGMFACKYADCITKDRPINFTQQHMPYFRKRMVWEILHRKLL
#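 Compound: 10 µM single point, 0.5% DMSO; Test system: hSENP1 catalytic domain, recombinant; Timing: 50 min reaction at room temperature; Technique: FRET, CFP and YFP emission; Control set: no-enzyme wells low, DMSO-plus-enzyme wells high control.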
# NALP3 yeast inh = NALP3 inflammasome inhibitors in reconstituted yeast, primary screen, luminescence, uHTS | Yeast reconstituted NLRP3/ASC/caspase-1, beta-gal luminescence, 24 h | inhibition, % at 10 µM | 330,000 compounds, 0.39% hits | AID 2825, 2010;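 active means inhibition of 50% or more; inactive means inhibition below 50%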;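 further: plate controls were induced DMSO wells for no effect and uninduced yeast grown without galactose for full effect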
# hIAP act = human IAP activators, primary screen, biochemical, luminescence, uHTS; Intestinal-type alkaline phosphatase (Homo sapiens), P09923; purified human IAP, CDP-Star luminescence, 30 min; stronger effect = higher value; 1 = vehicle-only enzyme, 0 = enzyme-free background; activation factor at 10 µM; 330,000 compounds, 0.16% hits;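 active means activation factor of the enzyme at least 2-fold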; further: the source names both 10 and 20 µM as test concentration; values of inactives mirror those of a sister screen read the other way
# beta cell repl = inducers of MIN6 beta-cell proliferation, primary screen, ATP luminescence, uHTS; MIN6 cells proliferation, ATPlite luminescence, 48 h; cells starved in 0.2% serum; 100% = growth in 10% serum; proliferation, % at 10 µM; 330,000 compounds, 0.29% hits;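 active means compounds whose signal lies at least 3.5 SD above the mean of all wells on their plate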;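 further: 0% = DMSO-treated cells in low-serum medium and 100% = 10% serum control; some compounds called inactive have numbers as strong as hits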
# * = called active by the depositor; . = no result given. Only part of the results is shown (hit frequency here may not be typical).
SMILES,mIAP block,mIAP act,APOBEC3A inh,hIAP block,APOBEC3G inh,SENP1 inh,NALP3 yeast inh,hIAP act,beta cell repl
CCOC(=O)c1cc2c(ccn2C)n1CC(=O)Nc1ccc(F)cc1,-1,1,-3,10,-11,-3,18,0.9,-2
CCNC(=S)NNC(=O)c1cc(-c2ccc(OC)cc2)nc2ccccc12,-9,1.1,-6,15,-11,4,6,0.85,0
CCCCCc1nc(-c2nonc2N)no1,-2,1,5,2,2,-21,4,0.98,-1
CC(C)CN(C(=O)c1cccc(S(=O)(=O)N2CCN(c3ccc(F)cc3)CC2)c1)C1CCS(=O)(=O)C1 (stereo not given),5,0.95,2,-7,-4,3,14,1.1,-2
CNC(=O)COC(=O)c1cc(-c2ccc(OC)cc2)nc2ccccc12,-3,1,1,-3,-13,-11,19,1,-3
Cn1c(Cl)cnc1C(O)c1ccccc1 (stereo not given),-3,1,-2,-1,-2,-2,-1,1,-2
Clc1ccc2nc(-c3ccc(Br)s3)cn2c1,8,0.92,-2,-11,-6,2,10,1.1,-5
COc1cc(C#N)c(N=C(SCC#N)N2CCOCC2)cc1OC,3,0.97,17,-1,-3,-9,13,1,1
CC1Cc2ccccc2N1C(=O)CN1C(=O)CN(C)C(=O)c2ccccc21 (stereo not given),17,0.83,0,-4,-1,0,16,1,0
Cc1nonc1CC(=O)NC1CC(C)(C)Cc2c1cnn2-c1ccc(F)cc1 (stereo not given),2,0.98,-3,16,-4,1,9,0.84,0
COc1ccc(-c2ccc(C#N)c(OC)n2)cc1,2,0.98,0,9,-1,2,35,0.91,2
CC(C)Oc1ccc(C(=O)NCC(=O)OCC(=O)N(C)Cc2cccs2)cc1,-4,1,3,-4,-5,-1,12,1,-1
CC(=O)N1CCN(S(=O)(=O)c2cccc(C(=O)NC3CCCC3)c2)CC1,2,0.98,-2,-10,-11,-4,8,1.1,-2
O=C(c1ccc(C(=O)N2CCOCC2)nc1)N1CCOCC1,-1,1,-3,9,-7,3,1,0.91,0
COCCn1c(C)cc(C(=O)COC(=O)c2ccc3ncsc3c2)c1C,1,0.99,-1,18,0,-2,12,0.82,-2
CN(Cc1cnn(C)c1)C(=O)c1cc(COc2c(F)cccc2F)on1,-2,1,-4,-7,-10,1,20,1.1,2
C[C@H](CO)N1C[C@H](C)[C@@H](CN(C)S(=O)(=O)c2cn(C)cn2)Oc2c(NS(=O)(=O)c3cccs3)cccc2C1=O,0,1,-4,-10,-8,3,6,1.1,-3
O=C(Nc1ccc(F)c(F)c1)C1CCCN(S(=O)(=O)c2cccc3nonc23)C1 (stereo not given),5,0.95,0,1,-6,-8,-12,0.99,0
CCOC(=O)c1c(C)nc(C)c2c(=O)oc3ccccc3c12,-6,1.1,-7,-16,-4,2,24,1.2,0
CCOC(=O)c1cc2occc2n1CCCN1C(=O)c2ccccc2C1=O,2,0.98,-5,-10,-3,4,11,1.1,-1
CCn1c(CCNC(=O)c2cccs2)nnc1SCC(=O)Nc1nc(-c2ccccc2)cs1,3,0.97,-4,-19,-3,1,19,1.2,-3
COc1ccc(OC)c(C(=O)COC(=O)CN2C(=O)NC3(CCCCC3C)C2=O)c1 (stereo not given),1,0.99,1,-6,-5,-1,14,1.1,-5
COC(=O)C1=C(C)N(Cc2ccccc2)C(=NCc2cccc(Cl)c2)N[C@H]1c1cccc(F)c1,-24,1.2,0,19,-4,-4,16,0.81,-6
CNC(=O)CSc1nc2cc(S(=O)(=O)Nc3ccccc3OC)ccc2o1,3,0.97,18,2,-3,3,21,0.98,-1

# 7 entries out of the list above, ordered by their value in NALP3 yeast inh, low to high:
SMILES,NALP3 yeast inh
O=C(Nc1ccc(F)c(F)c1)C1CCCN(S(=O)(=O)c2cccc3nonc23)C1 (stereo not given),-12
O=C(c1ccc(C(=O)N2CCOCC2)nc1)N1CCOCC1,1
CC(=O)N1CCN(S(=O)(=O)c2cccc(C(=O)NC3CCCC3)c2)CC1,8
CCOC(=O)c1cc2occc2n1CCCN1C(=O)c2ccccc2C1=O,11
COc1ccc(OC)c(C(=O)COC(=O)CN2C(=O)NC3(CCCCC3C)C2=O)c1 (stereo not given),14
COC(=O)C1=C(C)N(Cc2ccccc2)C(=NCc2cccc(Cl)c2)N[C@H]1c1cccc(F)c1,16
CNC(=O)CSc1nc2cc(S(=O)(=O)Nc3ccccc3OC)ccc2o1,21

# Complete entries, looked up by structure. Screens in order: mIAP block, mIAP act, APOBEC3A inh, hIAP block, APOBEC3G inh, SENP1 inh, NALP3 yeast inh, hIAP act, beta cell repl
# O=C(c1ccc(C(=O)N2CCOCC2)nc1)N1CCOCC1 reads -1, 1, -3, 9, -7, 3, 1, 0.91, 0
# CCOC(=O)c1c(C)nc(C)c2c(=O)oc3ccccc3c12 reads -6, 1.1, -7, -16, -4, 2, 24, 1.2, 0

# Next section
SMILES,mIAP block,mIAP act,APOBEC3A inh,hIAP block,APOBEC3G inh,SENP1 inh,NALP3 yeast inh,hIAP act,beta cell repl
CC1C/C(=C\c2ccccc2[N+](=O)[O-])c2nc3ccccc3c(C(=O)O)c2C1 (stereo not given),-5,1.1,-6,4,-10,-15,14,0.96,-1
NC(=O)C1CCN(C(=S)NC2CC3C=CC2C3)CC1 (stereo not given),-2,1,0,14,-3,4,17,0.86,0
Nc1ccccc1SCC(=O)Nc1nc(-c2ccccc2)cs1,-6,1.1,-5,5,-12,2,25,0.95,0
COc1ccc(-n2c(C)cc(/C=C(\C#N)C(=O)NCc3ccco3)c2C)cc1,9,0.91,30,2,4,0,5,0.98,1
COc1cccc(NC(=S)N2CCCN(Cc3ccc(F)cc3)C2)c1,-33,1.3,2,1,-5,3,1,0.99,-1
COc1ccc(N2CCN(C(=O)c3ccc4ccccc4n3)CC2)cc1,-10,1.1,3,-8,3,-3,16,1.1,1
CC(=O)Oc1ccc2oc(-c3ccccc3)c(C(N)=O)c2c1,-1,1,3,2,-2,.,2,0.98,0
O=C(CCN1C(=O)c2ccccc2C1=O)N1CCN(c2ccccn2)CC1,0,0.99,-2,-11,-4,2,2,1.1,4
Cc1nc(SCC(=O)N(CC(C)C)C2CCS(=O)(=O)C2)c2ccccc2n1 (stereo not given),4,0.96,0,-6,2,-6,11,1.1,-2
CCN(C(=O)CSc1nc2cc(S(=O)(=O)N(CC)CC)ccc2n1CC)C1CCS(=O)(=O)C1 (stereo not given),2,0.98,-1,0,-10,0,12,0.99,0
COCc1ccc(C(=O)N2CCCC(C(=O)c3ccc(SC)cc3)C2)s1 (stereo not given),-2,1,-5,-10,-2,1,8,1.1,1
CC(Oc1ccc(C(=O)c2ccccc2)cc1)C(=O)Nc1ccc(S(N)(=O)=O)cc1 (stereo not given),8,0.92,-3,9,-6,2,3,0.91,-3
OC(CSc1ccccc1Cl)CN1CCN(c2ccc(F)cc2)CC1 (stereo not given),4,0.96,-4,20,-7,2,16,0.8,-3
O=C(OCCN(C1=NS(=O)(=O)c2ccccc21)c1ccc(Cl)cc1)c1ccco1,4,0.96,-2,6,1,1,14,0.94,-2
CCc1ccc(NC(=O)CS(=O)CC(=O)Nc2ccc(-n3cnnn3)c(C)c2)cc1 (stereo not given),-2,1,-4,-1,-11,0,18,1,-4
Cc1ccc(-c2nnc(SCC(=O)N/N=C/c3ccc(C)s3)n2-c2ccccc2)cc1,10,0.9,-1,-20,-3,-1,10,1.2,-3
COc1ccc(CCNC(=O)CNC(=O)c2ccc(Br)o2)cc1OC,0,1,-5,2,-11,1,1,0.97,13*
O=S(=O)(NCc1ccco1)c1ccc(S(=O)(=O)N2CCCCC2)cc1,-1,1,0,4,-2,-1,5,0.96,-3
COCCCn1c(-c2ccccc2Cl)n[nH]c1=S,5,0.95,-1,7,23,1,-9,0.93,-3
COc1ccc(/C=N/c2c(-c3ccc(OC)cc3)nc3n2CCS3)cc1,14,0.86,0,14,1,-5,29,0.86,-4
Cc1ccc2c(c1)N(C)/C(=C/c1cccc[n+]1C)S2,-2,1,67*,12,23,-4,-13,0.88,-5
CC(C)(C)n1ncc2c(=O)n(CC(=O)OCc3ccccc3)cnc21,1,0.99,1,-9,-2,3,8,1.1,-3
Cc1cccnc1NS(=O)(=O)c1cccc([N+](=O)[O-])c1,1,0.99,3,3,7,1,1,0.97,-2
COc1cc(NC(=O)CSc2nnnn2Cc2ccc3c(c2)OCO3)cc(OC)c1,-11,1.1,2,-6,1,1,13,1.1,-1
CCC(C)Nc1nc(OC(C(F)(F)F)C(F)(F)F)nc(OC(C(F)(F)F)C(F)(F)F)n1 (stereo not given),-2,1,2,-4,0,3,-8,1,-5
CCC(=O)Nc1ccc(NC(=O)c2ccco2)c(OC)c1,-3,1,4,6,-1,3,9,0.94,-2
CCOc1ccc(-c2ccc(SC)nn2)cc1,8,0.92,1,-4,-5,0,34,1,-5
COc1cccc(NC(=S)NCc2ccc(F)cc2)c1,-50,1.5,-10,10,-4,2,18,0.9,-1
CN1CCN(C(=O)CCN2C(=O)c3ccccc3C2=O)CC1,3,0.97,-4,-3,-8,1,6,1,-3
COc1cc(NC(=O)C(=O)Nc2ccc3nc4n(c(=O)c3c2)CCCCC4)cc(OC)c1OC,10,0.9,0,-2,-5,-1,11,1,1
